NSD2 inh – NSD2 histone methyltransferase inhibitors, primary screen, biochemical, AlphaScreen, single concentration, set 2. NSD2 peptide methylation, 120 min. inhibition, % at 12.5 µM. Histone-lysine N-methyltransferase NSD2 (Homo sapiens), O96028. 310,000 tested, 0.54% active; in the data active = inhibition above about 50%
Target sequence (O96028 whole entry, looked up): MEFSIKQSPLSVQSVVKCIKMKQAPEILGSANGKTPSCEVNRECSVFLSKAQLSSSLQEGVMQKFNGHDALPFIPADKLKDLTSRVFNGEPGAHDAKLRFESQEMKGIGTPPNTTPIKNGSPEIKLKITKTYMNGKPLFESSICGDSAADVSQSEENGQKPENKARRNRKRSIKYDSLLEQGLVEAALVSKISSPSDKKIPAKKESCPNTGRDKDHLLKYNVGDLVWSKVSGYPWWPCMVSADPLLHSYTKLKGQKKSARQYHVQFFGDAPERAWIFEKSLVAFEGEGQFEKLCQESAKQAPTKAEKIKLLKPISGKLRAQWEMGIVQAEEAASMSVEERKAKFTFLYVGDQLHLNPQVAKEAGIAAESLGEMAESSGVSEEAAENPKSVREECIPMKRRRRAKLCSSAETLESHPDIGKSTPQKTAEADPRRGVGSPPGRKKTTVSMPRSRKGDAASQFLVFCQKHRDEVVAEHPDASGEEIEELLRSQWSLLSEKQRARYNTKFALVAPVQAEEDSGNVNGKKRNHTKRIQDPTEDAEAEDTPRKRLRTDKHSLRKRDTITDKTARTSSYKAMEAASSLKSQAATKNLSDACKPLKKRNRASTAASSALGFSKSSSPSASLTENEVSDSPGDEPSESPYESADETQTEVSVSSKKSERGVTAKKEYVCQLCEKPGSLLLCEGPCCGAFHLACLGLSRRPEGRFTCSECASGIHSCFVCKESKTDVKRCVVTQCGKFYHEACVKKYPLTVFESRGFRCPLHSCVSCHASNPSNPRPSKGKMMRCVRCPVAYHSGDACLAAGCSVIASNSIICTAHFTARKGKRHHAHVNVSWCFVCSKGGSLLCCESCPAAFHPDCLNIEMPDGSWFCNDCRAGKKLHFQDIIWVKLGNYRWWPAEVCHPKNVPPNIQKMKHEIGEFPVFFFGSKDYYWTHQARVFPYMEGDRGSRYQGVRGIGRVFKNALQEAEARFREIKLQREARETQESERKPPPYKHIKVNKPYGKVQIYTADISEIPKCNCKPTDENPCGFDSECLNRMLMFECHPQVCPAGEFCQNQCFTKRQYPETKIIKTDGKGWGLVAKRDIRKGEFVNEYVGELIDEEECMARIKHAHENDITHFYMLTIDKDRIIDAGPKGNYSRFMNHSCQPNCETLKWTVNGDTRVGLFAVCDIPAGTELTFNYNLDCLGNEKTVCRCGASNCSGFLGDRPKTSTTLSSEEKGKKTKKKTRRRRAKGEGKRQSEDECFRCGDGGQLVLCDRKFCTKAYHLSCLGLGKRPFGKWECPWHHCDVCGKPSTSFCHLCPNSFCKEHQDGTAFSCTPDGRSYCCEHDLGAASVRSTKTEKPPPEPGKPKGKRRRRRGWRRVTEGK
PKA-R1A act – activators of PKA-R1A holoenzyme, primary screen, biochemical, fluorescence polarization, Cy5-IP20, bovine R1A, mouse PKAc; activation, % at 11.4 µM; cAMP-dependent protein kinase type I-alpha regulatory subunit (Bos taurus) + …; AID 504707, 2011; 340,000 tested, 0.083% active; PKA-R1A dissociation; scaled: DMSO 0%, 113 µM cGMP 100%;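 active = percent activation above the mean of all tested compounds plus 3 SD, cut at about 19% in these data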;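 also: higher means more PKAc released from R1A so a rise in polarization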
SUMO Mot1 rescue – yeast Mot1-301 growth rescue at high temperature, primary screen, SUMOylation pathway inhibitor project, S. cerevisiae, ATP luminescence, 38.5C | S. cerevisiae Mot1-301 growth rescue; percent above DMSO median, 100 means doubled | growth rescue, % at 18.8 µM | 320,000 tested, 1% active | AID 2716, 2010;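 active = every valid replicate shows activation above 250% relative to neutral control wells; inactive = the rest, any valid replicate at or below 250%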;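 also: OY570 slx delta 5 strain wells were the positive control but not used for scaling; some compounds called inactive have numbers as strong as hits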
SR-BI HDL uptake – inhibitors of SR-BI mediated HDL lipid uptake, primary screen, ldlA[mSR-BI] cells, fluorescence, single point; Scavenger receptor class B member 1 (Mus musculus), Q61009; 320,000 tested, 0.96% active; AID 488896, 2010; inhibition, % at 12.5 µM; ldlA[mSR-BI] CHO cells, DiI-HDL uptake fluorescence, 3 h;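 active = mean replicate inhibition of at least 70% and a set share of replicates each scoring 70 or more; inconclusive = meets just one of the two criteria; inactive = fails both criteria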;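 also: 0% = median of neutral control wells and 100% = median of positive control wells; values of inactives mirror those of a sister screen read the other way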
Arr AP2 block – inhibitors of beta-arrestin/AP2 binding, primary screen, biochemical, GPCR trafficking, flow cytometry | FITC-arrestin peptide / GST-AP2 beads; AP2 beta2 appendage carries R879A mutation | inhibition, % at 10 µM | 340,000 tested, 0.31% active;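 active = inhibition above a set limit, near 3 SD of compounds lacking own fluorescence, cut at about 54% in these data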;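 also: plate controls were DMSO wells for no effect and 5 µM unlabelled arrestin peptide for full effect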
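Assay system: GST-AP2 R879A bound to glutathione beads, E. coli-expressed; Medium: PBS with 0.05% Tween 20 and 0.1% BSA; Also added: fluorescein-tagged arrestin peptide at 50 nM final; Timing: 12 min plus 1 h, RT; Measured by: flow cytometry, FL1 (488/535 nm); Evaluation: percent drop in bead-associated FITC signal.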
SR-BI DiI-HDL act – activators of SR-BI mediated DiI-HDL uptake, primary screen, ldlA[mSR-BI] CHO cells, DiI fluorescence; 3 h; 100 = double the neutral-control signal; activation, % at 12.5 µM; 320,000 tested, 0.096% active; AID 504775, 2011;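 active = mean replicate activation of at least 60% and every replicate at or above 60%; inconclusive = mean or all-replicate condition met, but not both; inactive = mean below 60% and not all replicates reaching 60%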;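 also: 0% = median plate neutral-control signal and 100% = twice that signal; values of inactives mirror those of a sister screen read the other way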
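system = CHO ldlA[mSR-BI] cells, LDL receptor-null, SR-BI overexpressing | medium = Ham's F12 with 0.5% BSA, HEPES 25 mM, pH 7.4 | probe or stimulus = DiI-HDL 10 µg/mL | compound dosing = single-point compound dose | incubation = compound exposure 3 h, 37 °C | technique = DiI fluorescence, bottom read | read-out = cell-associated DiI fluorescence as measure of HDL uptake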
MITF TRPM1 HTS – activators of MITF-driven TRPM1 promoter reporter, primary screen, cell-based, SK-MEL-5, luciferase, single point | SK-MEL-5 TRPM1-promoter luciferase, 24 h; % of positive control, neutral wells = 0 | activation, % at 12.5 µM | 300,000 tested, 0.75% active | AID 588334, 2011;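 active = mean activation of at least 80% with every replicate also reaching 80%; inconclusive = mean reaches 80% but some replicate falls short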;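 also: 0% = neutral control wells and 100% = parthenolide positive control wells; values of inactives mirror those of a sister screen read the other way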
PKA-R2B act – activators of PKA-R2B holoenzyme, primary screen, biochemical, fluorescence polarization, Cy5-IP20, human; cAMP-dependent protein kinase catalytic subunit beta (Homo sapiens) + cAMP-dependent …; PKA-R2B holoenzyme dissociation; R2B truncated from residue 108, S112A mutant; 0% DMSO only, 100% 113 µM cGMP; activation, % at 11.4 µM; 340,000 tested, 0.079% active; AID 504700, 2011;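 active = activation above a cutoff set at the mean over all compounds plus 3 SD, cut at about 18% in these data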;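 also: higher means more holoenzyme dissociation and a rise in polarization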
DSG3 Ab inh – inhibitors of pemphigus antibody binding to DSG3, primary screen, biochemical, bead-based, flow cytometry, scFv-GFP; DSG3-coupled beads, scFv-anti-DSG3-GFP binding; active compounds read low; 310,000 tested, 0.48% active; binding (percent of control), % at 10 µM; AID 588358, 2011; Desmoglein-3 (Homo sapiens), P32926;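 active = binding more than 3 SD below its plate's average and above zero; inconclusive = below that plate limit but binding exactly zero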;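 also: hits lower antibody fragment binding to DSG3; some compounds called inactive have numbers as strong as hits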
CDK5 inh – inhibitors of human CDK5/p35 kinase, primary screen, biochemical, single concentration; Cyclin-dependent kinase 5 (Homo sapiens) + Cyclin-dependent kinase 5 activator 1 (Homo …; Recombinant CDK5/p35, ADP-Glo luminescence, 60 min; inhibition, % at 10 µM; 330,000 tested, 0.01% active;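 active = highest replicate inhibition of at least 50% and at least 75% of replicates reaching 50%; inconclusive = only one of the two criteria met; inactive = both criteria failed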;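 also: plate controls were DMSO neutral control for no effect and GW8510 at 10 µM for full effect; many of its hits are not listed in these tables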
dFosB activator – activators of delta FosB homodimer, primary screen, biochemical, fluorescence polarization, TAMRA-CDK5 oligo, single point. Protein FosB (Mus musculus), P13346. purified delta FosB; percent of positive-control signal above neutral wells. activation, % at 25 µM. 340,000 tested, 0.99% active. AID 493131, 2011;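 active = mean activation above about 17%, with every replicate also reaching it, limit read from the data, passing the limit was not always enough; inconclusive = only one of the two conditions met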;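 also: fluorescence polarization rise as delta FosB binds a TAMRA Cdk5 AP-1 oligo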
An asterisk follows results filed as active; u = inconclusive; x = no result given.

NSD2 inh	PKA-R1A act	SUMO Mot1 rescue	SR-BI HDL uptake	Arr AP2 block	SR-BI DiI-HDL act	MITF TRPM1 HTS	PKA-R2B act	DSG3 Ab inh	CDK5 inh	dFosB activator	Structure
-1	-3	-4	7	6	x	1	10	106	-1.6	-10	O=C(NCC1COCCO1)c1cc(COc2ccc(F)cc2F)on1 (centres undefined)
43	-1	-4	-26	7	26	-4	5	x	-0.1	-6	CCCn1c(SCC(=O)N2CCN(CC)CC2)nc2c1c(=O)n(C)c(=O)n2C
-3	-9	-15	-5	-3	5	9	-2	85	-0.4	-3	CCN(CC(=O)Nc1ccc(C)c(F)c1)CC(=O)NC(C)(C)C
-1	8	15	-3	-1	3	-14	-6	98	0.8	-29	Cc1cccc(OCc2nnc(SCC(=O)N3CC(=O)Nc4ccccc43)o2)c1
2	4	26	-1	1	1	110*	10	101	2.9	-8	O=C(Cc1ccccc1)Nc1ccc2c(c1)OC1(CCCC1)O2
2	1	-2	5	-9	-5	2	-4	118	-3.0	-10	C/C(=C/c1ccccc1)C(=O)N1CCN(c2ccccc2)CC1
1	3	314*	-8	7	8	15	0	105	-4.7	0	COc1ccc(CCNC(=O)C2CCN(C(=O)c3ccc([N+](=O)[O-])cc3)CC2)cc1
2	-2	47	5	42	-5	-11	-1	100	0.3	-11	CCCc1cc(=O)[nH]c(SCC(=O)Nc2sc3c(c2C#N)CCCC3)n1
0	-7	-17	-19	15	19	x	-1	93	-0.1	1	O=C(NCC1CCCO1)C1CCCN1C(=O)NC1CCCCC1 (centres undefined)
-2	-5	-6	20	24	-20	16	3	104	-0.4	-4	Cc1cc(C)c2nc(SCCc3ccccc3)nc(C)c2c1
x	-3	-9	11	4	-11	-2	3	108	2.3	13	Cc1cc(NC(=O)c2cccc(S(=O)(=O)N3CC(c4ccccc4)CC3=O)c2)no1 (centres undefined)
x	-6	61	-13	6	13	-6	-13	113	-0.6	7	Cn1c(Cn2c(=O)sc3ccccc32)nnc1SCC(=O)NCc1ccccc1
3	5	450*	3	10	-3	0	-2	104	-2.3	-6	COc1ccc(N2CCN(C(=O)C3CCCN(S(=O)(=O)c4ccc5c(c4)oc(=O)n5C)C3)CC2)cc1 (centres undefined)
-2	-3	17	-3	-7	3	2	-8	90	-0.5	-16	COc1ccc2c(C)c(Cl)c(=O)oc2c1
-3	-1	0	56	-17	-56	x	-2	97	1.6	-2	COc1ccc(-c2nc(N)ncc2-c2ccc(Cl)cc2)c(O)c1
-2	-3	8	-8	-3	8	2	-8	102	-0.1	-3	Cc1cccc(NC(=S)NCC(c2cccnc2)N2CCOCC2)c1 (centres undefined)
45	-4	176	x	4	x	12	-5	114	-0.9	-2	COc1ccc(S(=O)(=O)Nc2cccc(SC)c2)cc1C(=O)N1CCOCC1
13	-15	-13	93*	1	-93	-16	-21	96	-0.7	-2	O=C1c2ccccc2C(=O)c2c(Nc3ccc(CCO)cc3)ccc(O)c21
11	-10	-2	-7	22	7	-35	-2	87	2.1	-5	CC(=O)Nc1ccc(NC2=CC(=O)c3ccccc3C2=O)cc1
x	6	2	19	9	-19	30	-12	100	-0.2	1	Cc1ccc2nc(-c3ccc(NC(=S)NCCC(C)C)cc3)sc2c1
-1	0	3	-10	2	10	-4	-5	120	-2.0	-2	CCN(CC)S(=O)(=O)c1ccc(/C=C/C(=O)OCC(=O)N(C)C)cc1
-4	15	7	-23	17	23	12	-2	100	1.3	-1	O=C(OCc1c(F)cccc1Cl)c1cnccn1
-1	5	10	10	6	-10	x	6	x	-1.3	-5	COc1ccc(N(C)S(=O)(=O)c2c(C)[nH]c(=O)[nH]c2=O)cc1
-4	0	-2	21	-4	-21	1	5	103	-1.2	-2	COc1ccc(C)cc1S(=O)(=O)N(C)CC(=O)N1CCC(C(N)=O)CC1
10	8	-17	18	26	-18	x	7	114	5.5	-3	COc1ccccc1C(NC(C)=O)c1c(O)ccc2ccc(O)cc12 (centres undefined)
-5	10	17	-7	0	7	2	10	87	2.5	-5	CCC(C(=O)Nc1ccc(C(C)C)cc1)c1ccccc1 (centres undefined)
x	-7	-16	23	1	-23	-4	-9	101	-0.2	4	O=C(c1ccc(CS(=O)(=O)c2c(Cl)cccc2Cl)o1)N1CCN(c2ccccn2)CC1
-2	2	-5	-14	3	14	44	4	84	-2.1	-3	N=C1c2ccccc2CN1NC(=O)c1cccc(S(=O)(=O)N2CCCC2)c1
4	-5	221	-23	25	23	1	-9	101	0.1	-15	Cc1ccc(NC(=S)N/N=C/c2ccc(OCCC(C)C)cc2)c(C)c1
-1	0	x	11	4	-11	69	5	94	1.0	-9	COc1ccc(Nc2ncnc3c2oc2ccccc23)cc1
-3	-9	243	-19	19	19	7	-1	117	-1.4	-13	COc1cccc(OCC(=O)O/N=C(\N)c2ccc(OC)c(OC)c2)c1
-3	0	2	38	13	-38	78	-2	96	0.0	-9	Cc1ccc(NC(=O)c2cc3ccccc3cc2O)cc1
2	10	10	11	25	-11	7	0	115	-1.2	2	COC(=O)c1ccc(C(=O)OC)c(NC(=S)N2CCN(c3cccc(Cl)c3)CC2)c1
1	-1	-7	-23	-1	23	-1	-2	97	-2.1	0	C=CCNC(=O)CSc1nnc(C(CC)N(C)C)n1C1CCCCC1 (centres undefined)
32	8	2	-5	0	5	x	-1	100	-1.8	-4	CCOc1cc(C=O)ccc1OCC(=O)N1CCCC1
-2	-9	-4	u	-1	-73	14	-2	87	0.3	7	COc1ccc(Cl)cc1-c1nc(-c2ccc(NC(=O)c3ccncc3)cc2)no1
x	-1	1	-1	-15	1	15	4	99	0.4	2	CCCNC(=O)c1onc(CSc2ccc(Cl)cc2)c1C(=O)NCCOC
0	1	28	-11	-7	11	-2	-7	96	2.0	1	CCOC(=O)C1(Cc2cccc(OC)c2)CCN(CC(O)CO)CC1 (centres undefined)

Part of the list above in a different format.
Sequence of screens: NSD2 inh | PKA-R1A act | SUMO Mot1 rescue | SR-BI HDL uptake | Arr AP2 block | SR-BI DiI-HDL act | MITF TRPM1 HTS | PKA-R2B act | DSG3 Ab inh | CDK5 inh | dFosB activator
Cc1ccc(NC(=O)c2cc3ccccc3cc2O)cc1
 : -3 | 0 | 2 | 38 | 13 | -38 | 78 | -2 | 96 | 0.0 | -9
COC(=O)c1ccc(C(=O)OC)c(NC(=S)N2CCN(c3cccc(Cl)c3)CC2)c1
 : 2 | 10 | 10 | 11 | 25 | -11 | 7 | 0 | 115 | -1.2 | 2
C=CCNC(=O)CSc1nnc(C(CC)N(C)C)n1C1CCCCC1 (centres undefined)
 : 1 | -1 | -7 | -23 | -1 | 23 | -1 | -2 | 97 | -2.1 | 0
CCOc1cc(C=O)ccc1OCC(=O)N1CCCC1
 : 32 | 8 | 2 | -5 | 0 | 5 | x | -1 | 100 | -1.8 | -4
COc1ccc(Cl)cc1-c1nc(-c2ccc(NC(=O)c3ccncc3)cc2)no1
 : -2 | -9 | -4 | u | -1 | -73 | 14 | -2 | 87 | 0.3 | 7
CCCNC(=O)c1onc(CSc2ccc(Cl)cc2)c1C(=O)NCCOC
 : x | -1 | 1 | -1 | -15 | 1 | 15 | 4 | 99 | 0.4 | 2
CCOC(=O)C1(Cc2cccc(OC)c2)CCN(CC(O)CO)CC1 (centres undefined)
 : 0 | 1 | 28 | -11 | -7 | 11 | -2 | -7 | 96 | 2.0 | 1

Screening results as filed in PubChem BioAssay.
